Source: PubChem BioAssay
EPAC2 antag: qHTS for Antagonist of cAMP-regulated guanine nucleotide exchange factor 2 (EPAC2): primary screen. EPAC2 GEF exchange of Rap1B-BODIPY-GDP, fluorescence. Potency, µM (highest dose often 114 µM), for the others: at the top dose activity, negative = inhibition, most hits filed as inhibitors. hit rate 0.18% among 360,000. AID 720708, 2013; further: on the % scale 0 is the no-effect control and ±100 the full control effect; nearly all actives have a fitted effect of over 45% in size; many of its hits are not listed in these tables
Target sequence (Q8WZA2 whole entry, looked up): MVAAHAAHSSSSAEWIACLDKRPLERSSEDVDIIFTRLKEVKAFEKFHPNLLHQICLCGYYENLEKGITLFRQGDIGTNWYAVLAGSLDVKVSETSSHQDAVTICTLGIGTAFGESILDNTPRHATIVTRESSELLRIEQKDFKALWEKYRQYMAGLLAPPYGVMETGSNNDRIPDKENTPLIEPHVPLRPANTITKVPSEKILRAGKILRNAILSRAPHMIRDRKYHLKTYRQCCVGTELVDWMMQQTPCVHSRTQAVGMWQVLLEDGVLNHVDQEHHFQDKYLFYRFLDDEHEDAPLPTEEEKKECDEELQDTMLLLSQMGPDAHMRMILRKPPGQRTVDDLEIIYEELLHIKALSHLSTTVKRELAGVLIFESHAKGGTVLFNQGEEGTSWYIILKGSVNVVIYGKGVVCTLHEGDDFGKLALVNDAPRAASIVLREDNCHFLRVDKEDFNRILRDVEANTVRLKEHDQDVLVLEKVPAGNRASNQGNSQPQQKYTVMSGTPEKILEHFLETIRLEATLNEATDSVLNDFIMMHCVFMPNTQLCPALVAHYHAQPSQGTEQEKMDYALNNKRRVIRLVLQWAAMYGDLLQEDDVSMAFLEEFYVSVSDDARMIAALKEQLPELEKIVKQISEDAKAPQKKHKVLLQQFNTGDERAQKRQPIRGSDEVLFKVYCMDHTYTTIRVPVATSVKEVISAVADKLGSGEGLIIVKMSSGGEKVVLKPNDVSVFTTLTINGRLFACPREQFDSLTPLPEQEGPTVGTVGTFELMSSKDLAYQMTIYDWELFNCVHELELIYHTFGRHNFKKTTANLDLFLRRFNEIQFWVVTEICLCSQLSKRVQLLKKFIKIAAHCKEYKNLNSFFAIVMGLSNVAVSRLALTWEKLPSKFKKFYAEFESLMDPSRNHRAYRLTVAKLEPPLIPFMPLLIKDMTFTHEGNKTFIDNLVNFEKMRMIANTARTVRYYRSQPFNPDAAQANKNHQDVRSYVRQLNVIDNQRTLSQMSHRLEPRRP
MCF10A rerep: A quantitative high throughput screen for small molecules that induce DNA re-replication in MCF 10a normal breast cells | MCF 10A DNA re-replication, Hoechst nuclear intensity, 48 h | Potency, µM (doses to about 46.1 µM), for inactives: at the highest dose activity, positive = re-replication, usual class: activators | hit rate 2.9% among 350,000; further: % of control where 0% means no effect; nearly all actives have a fitted effect of over 50% in size
Nrf2 inh: Nrf2 qHTS screen for inhibitors; hit rate 2.1% among 360,000; A549 ARE-Fluc reporter, luciferase luminescence, 18-24 h; AID 504444, 2011; Potency, µM (titrated, usually from 46 µM), without a hit: at the top dose activity change, negative = inhibition, actives largely listed as inhibitors; further: on the % scale 0 is the no-effect control and ±100 the full control effect; nearly all actives have a fitted effect of over 60% in size
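A549 ARE_Fluc cells (5000/well, 5% FBS OPTI-MEM) pre-incubated 2 h, then treated with compounds 18-24 h at 37C/5% CO2 in concentration-response. CellTiter-Fluor viability read first; BugLite luciferase luminescence after 15 min at room temperature gives Nrf2 activity.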
ATXN2 expr inh: Primary qHTS for Inhibitors of ATXN expression. HEK-293 ATXN2-luciferase reporter, luminescence, 24 h. AID 1745845, 2022. Potency, µM (titrated, usually from 57 µM), inactives show at the highest dose activity change, negative = inhibition, actives largely listed as inhibitors. hit rate 0.72% among 360,000; further: on the % scale 0 is the no-effect control and ±100 the full control effect; nearly all actives have a fitted effect of over 55% in size
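ATXN2-luciferase reporter cells (luciferase flanked by upstream and downstream ATXN2 gene portions) were treated 24 h at 37 °C with compounds at up to 57 uM. SteadyGlo luminescence gave expression; GF-AFC fluorescence gave viability.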
HepG2 viability: qHTS for Inhibitors of TGF-b: Cytotox Counterscreen. hit rate 0.76% among 410,000. HepG2 CAGA-GFP viability, ATP luminescence, 18 h. Potency, µM (top dose mostly 46.1 µM), without a hit: top-dose activity change, negative = cytotoxicity, most hits filed as cytotoxic; further: some results filed as inactive show a strong effect at the top dose
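HepG2 CAGA-GFP cells (1000/well, DMEM with 1% FBS) received compound, then TGF-beta at 500 pg/mL final, and were incubated 18 hours at 37 degrees C. Viability was read by CellTiter-Glo luminescence. Media-only wells were set as complete cell-killing and DMSO as no toxicity.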
Nrf2 ARE act: qHTS of Nrf2 Activators; hit rate 0.31% among 410,000; AREc32 ARE-luciferase reporter (MCF7-derived line), luminescence, 24 h; Potency, µM (doses to about 46.1 µM), without a hit: top-dose activation, most hits filed as activators; AID 624171, 2012; further: % of control where 0% means no effect; nearly all actives have a fitted effect of over 65% in size
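AREc32 cells carrying an ARE-driven firefly luciferase reporter were seeded at 1000 cells/well in OPTI-MEM with 5% FBS, then exposed to compound for 24 hr at 37 deg C. Luminescence was read with Steady-Glo after 30 min at RT.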
A549 viability: Nrf2 qHTS screen for inhibitors: counterscreen for cytotoxicity | AID 504648, 2011 | hit rate 0.16% among 390,000 | A549 ARE-Fluc cells, CellTiter-Fluor viability, 18-24 h | Potency, µM (top dose mostly 46 µM), inactives show top-dose activity change, negative = cytotoxicity, most hits filed as inhibitors; further: on the % scale 0 is the no-effect control and ±100 the full control effect
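Cytotoxicity counterscreen: CellTiter-Fluor fluorescence was measured in A549 ARE_Fluc cells after 18-24 h of compound exposure in a concentration series. The subsequent BugLite luminescent read reports ARE-luciferase activity.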
S2 tox: Viability Counterscreen for Primary qHTS for Inhibitors of ATXN expression. hit rate 0.49% among 400,000. AID 651635, 2014. Potency, µM (top dose mostly 56.7 µM), hits mostly cytotoxic. S2 cells (HEK-293 line with an ATXN2-luciferase reporter) viability, CellTiter-Fluor protease fluorescence, 24 h; further: nearly all actives have a fitted effect of over 40% in size
TGFb inhibitor: qHTS for Inhibitors of TGF-b; HepG2 CAGA-GFP TGF-b/SMAD3 reporter, GFP fluorescence, 18 h; TGF-beta stimulated, 500 pg/mL final; Potency, µM (titrated, usually from 46.1 µM), without a hit: top-dose activity, negative = inhibition, hits mostly inhibitors; hit rate 1.2% among 410,000; AID 588855, 2011; further: on the % scale 0 is the no-effect control and ±100 the full control effect; nearly all actives have a fitted effect of over 65% in size
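Per well, imaged GFP fluorescence of HEPG2 CAGA-GFP cells gives the signal; cells get compound, then TGF-beta (500 pg/mL final), 18 h at 37 degrees C; %Activity versus -TGF-beta and +DMSO controls.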
An asterisk follows results filed as active; i = inactive; ? = inconclusive; / = not tested or not shown; [ ] = dose if it differs, or a comment. The call rests on the fitted dose curve; in most records, active means well fitted curve in the direction sought with a large enough effect; inconclusive means small, poorly fitted or top-dose-only effect, or another doubt; inactive means no such curve, though single readings can be large; an effect the other way counts as inactive or inconclusive. Potency means the concentration at half of the fitted maximal effect.

SMILES	EPAC2 antag	MCF10A rerep	Nrf2 inh	ATXN2 expr inh	HepG2 viability	Nrf2 ARE act	A549 viability	S2 tox	TGFb inhibitor
CC1(Cc2ccccc2C#N)C(=O)Nc2cc(-c3ccccc3Cl)ccc21 (configuration not stated)	-20.2%	/	/	-25.1%	-29.4%	-0.3%	/	?	?
Cn1c(=O)c2c(nc(NC(Cc3ccccc3)C(=O)O)n2Cc2ccccc2)n(C)c1=O (configuration not stated)	7.3%	17.5%	/	0.6%	-22.9%	2.1%	2.6%	i	7.5%
Cn1c(C(=O)NCc2ccccc2Cl)cc2sc(Cl)cc21	/	/	?	/	-26.2%	0.0%	-5.3%	/	/
Cc1ccc(SCC(=O)NC(=O)c2ccccc2Br)c(C)c1	-4.1%	-0.9%	4.3%	-3.1%	-12.2%	-1.0%	-2.1%	?	-1.6%
CC(C)(C)C(=O)NCCCc1ccccc1	2.5%	8.9%	/	0.4%	4.0%	0.0%	8.0%	i	5.6%
COc1cc(-c2nnc(SCC(=O)N3CCCC3)o2)cc(OC)c1OC	-0.4%	-1.1%	/	-19.2%	-7.1%	-0.3%	0.6%	i	-15.9%
COc1ccc2[nH]c3c(=O)n(N)c(C)nc3c2c1	5.2%	-4.3%	3.4%	0.8%	-2.2%	-0.1%[9.22 µM]	-1.8%	i	-4.4%
CCOC(=O)c1sc(NC(=O)C(C)(C)C)cc1C	7.8%	6.2%	18.5%	74.9%[activator]	-25.9%	3.9%	-0.1%	i	5.2%
CSc1nnc(-c2ccc(S(=O)(=O)N3CCOCC3)cc2)n1CC1CCCO1 (configuration not stated)	-4.0%	-179.4%[0.0737 µM]	-12.7%	1.3%	-0.9%	-0.2%	6.7%	i	-0.6%
CN(C)C(/C=C/Nc1cccc(Br)c1)=C(C#N)C#N	8.1%	-1.0%	16.9%	-3.7%	-8.6%	3.2%	-2.0%	i	3.1%
Cc1ccc(-c2cc3nc4c(c(=O)n3[nH]2)CCCC4)cc1	4.7%	-7.5%	7.2%	6.4%	3.4%	4.0%	-5.3%	i	2.9%
O=C(Nc1nnc(-c2ccco2)o1)c1ccc(S(=O)(=O)N2CCCCC2)cc1	0.7%	/	/	/	-31.5%	-0.6%	/	i	-2.8%
CCNc1ccc(C(=O)OCC(=O)NC(C)c2ccccc2)cc1[N+](=O)[O-] (configuration not stated)	9.0%	2.4%	12.2%	5.4%	-0.7%	4.4%	0.6%	i	-2.7%
Cn1c(SCC(=O)N2CCCC2=O)nc2ccccc21	-7.7%	2.7%	-1.0%	-1.0%	-12.4%	-1.0%	-6.9%	i	-1.7%
COc1c2c(c(C)c3c1C(=O)OC3)O[C@@]1(C)CC[C@@]3(O)C(C)(C)OC(=O)CC[C@]3(C)[C@H]1C2	-8.4%	0.3%	-5.4%	7.4%	-17.6%	-0.8%	-8.3%	i	6.1%
CCOC(=O)/C=c1\s/c(=C\c2ccc(C#N)cc2)c(=O)n1CC(=O)NCc1ccco1	2.7%	?	-16.8%	-12.4%	-15.2%	-0.6%	-9.4%	i	-14.8%
CSc1nnc(-c2ccco2)c(-c2ccco2)n1	-0.1%	?	-1.9%	-2.4%	-39.3%	7.94µM*	-9.9%	i	-6.6%
Cc1ccccc1N(Cc1nnc2n1CCCCC2)C(=O)Nc1ccccc1	13.6%	9.9%	/	-0.1%	-1.1%	1.2%	-9.4%	i	-21.5%
O=C(Nc1ccccc1F)c1ccc2ncsc2c1	3.3%	0.2%	?	/	-4.8%	0.8%	-11.3%	i	4.1%
Cc1cc(C)cc(NC(=O)COC(=O)c2cccc(S(=O)(=O)N3CCCCC3)c2)c1	3.2%	8.5%	7.2%	/	-2.9%	0.3%	1.2%	?	10.2%
COc1ccc(Cl)cc1NC(=S)N1CCCCCC1	-15.6%	15.0%	-14.8%	5.5%	-0.7%	1.5%	7.3%	i	-10.1%
CC(C)CN1C(Nc2ccccc2)=NC[C@@H]1C	14.8%	-2.3%	15.5%	3.9%	29.2%	-0.2%	-4.6%	i	32.1%[activator]
O=C(CSc1nc2c([nH]c3ccccc32)c(=O)n1-c1ccccc1F)Nc1cccc(Cl)c1	/	/	/	/	-34.3%	2.8%	-22.8%	/	?
COc1ccccc1CC(=O)O/N=C(\N)c1cccc([N+](=O)[O-])c1	-11.6%	6.3%[9.22 µM]	-1.6%	-6.8%	-21.9%	2.5%	3.5%	i	14.6%
CCCc1nc2sc(C(=O)OCC)c(N)c2c2c1COC(C)(C)C2	-0.5%	3.26µM*	3.8%	-6.9%	-0.5%	0.1%	-0.7%	i	14.8%

Three compounds from above, ordered by the value under EPAC2 antag, ascending:
| structure | EPAC2 antag |
| --- | --- |
| COc1ccccc1CC(=O)O/N=C(\N)c1cccc([N+](=O)[O-])c1 | -11.6% |
| CCOC(=O)c1sc(NC(=O)C(C)(C)C)cc1C | 7.8% |
| CCNc1ccc(C(=O)OCC(=O)NC(C)c2ccccc2)cc1[N+](=O)[O-] (configuration not stated) | 9.0% |

Additional structures follow.
SMILES	EPAC2 antag	MCF10A rerep	Nrf2 inh	ATXN2 expr inh	HepG2 viability	Nrf2 ARE act	A549 viability	S2 tox	TGFb inhibitor
CCC1CCCCN1S(=O)(=O)c1ccc(NC(=O)c2cccs2)cc1 (configuration not stated)	-6.5%	?	?	6.4%	-56.8%	-0.6%	1.6%	i	?
CCC(=O)Nc1cc(-c2nc3ncccc3o2)ccc1Cl	-2.5%	-13.2%	-1.2%	-4.5%	-7.0%	5.9%[9.22 µM]	-0.1%	i	16.2%
COc1ccc(CCNC(=O)NCCc2c[nH]c3ccccc23)cc1OC	-6.9%	-3.3%	?	-18.5%	-14.5%	-2.2%	0.5%	i	3.5%
CCc1noc(C)c1C(=O)OCC(=O)NCc1ccccc1OC	0.1%	1.3%	-3.6%	/	-13.4%	0.4%	0.0%	i	-18.3%
Cc1ccc(C(=O)Nc2ccon2)cc1S(=O)(=O)N1CCCCCC1	-3.5%	-11.1%	/	26.0%	1.5%	-1.0%	2.5%	i	-5.2%
COc1ccc(NC(=O)CCn2cnnn2)cc1	/	/	/	8.8%	9.3%	-1.3%	0.8%	i	2.0%
CC(=O)N1CCOC12CCN(Cc1ccccc1)CC2	12.5%	/	/	/	-12.1%	-0.4%	/	i	-15.4%
CCCCN1C(=O)C(CC(=O)NCc2cccc3ccccc23)CC(C(=O)N(C)C)=C1C (configuration not stated)	-0.6%	/	/	-11.4%	-21.0%	-1.3%	/	i	-1.8%
COc1ccc(N(CC(=O)NCCSCc2ccccc2Cl)S(C)(=O)=O)cc1Cl	?	19.0%	4.8%	-14.8%	-26.3%	5.6%	-0.7%	i	-17.4%
O=Cc1ccc(Sc2ncccn2)o1	11.7%	-3.1%	11.0%	15.4%	36.4%	0.1%	-4.9%	i	2.6%
CC(=O)Nc1ccc(NC(=O)c2cc(C)nn2-c2ccccc2)cc1	18.0%	0.0%	10.7%	4.0%	7.0%	-0.8%	-11.0%	i	?
CCOc1ccc(C(=O)Nc2c3c(nn2C(C)(C)C)CSC3)cc1OCC	6.0%	?	-9.2%	-1.2%	-5.8%	-0.2%	-15.4%	i	5.0%
CCN(CCn1cccn1)C(=O)c1ccc(OC2CCN(C(=O)CCOC)CC2)cc1	-1.4%	/	/	/	1.3%	2.6%	/	i	-8.6%
Nc1[nH][nH]c(=O)c1N=Nc1ccccc1	-3.2%	2.1%	3.0%	9.9%	-22.4%	0.3%	-24.5%	i	-8.7%
CC(=C1C(=O)c2ccccc2C1=O)N1CCN(c2ccc(F)cc2)CC1	-2.0%	-3.8%	-6.0%	/	22.9%	5.1%	0.0%	i	6.3%
CCOc1ccc(NC(=O)CSc2nnc(C3CC3)n2C2CC2)cc1	1.9%	-2.8%	-18.0%	-6.5%	-3.3%	-0.9%	2.4%	i	-3.0%
CCC(=O)N1CCC(c2ccc(OC)cc2)=N1	0.4%	12.2%	11.6%	29.6%	1.4%	3.5%	0.7%	i	-1.9%
COc1cc2c(cc1NC(=O)c1ccc(C(C)(C)C)cc1)CCCC2	1.6%	?	?	60.8%[activator]	-26.7%	-0.6%	9.3%	i	0.3%
COc1ccccc1OCCn1cc(C(=O)O)c2ccccc21	11.3%	-3.4%	?	-3.8%[11.3 µM]	1.5%	-0.2%	5.9%	i	-1.0%
Cc1ccc(SCC(=O)OCC(=O)N(C)CC(=O)Nc2ccc(F)cc2)cc1C	-10.0%	2.4%	1.1%	4.3%	0.0%	0.0%	0.8%	i	16.2%
COc1ccc(NC(=O)CCNS(=O)(=O)c2cc(Br)ccc2Br)cc1S(N)(=O)=O	-4.4%	-1.3%	-8.2%	-9.8%	3.0%	-1.0%	0.4%	i	4.3%
Cc1cc(C(=O)N2CCc3ccccc32)ccc1[N+](=O)[O-]	-15.3%	/	/	/	-1.4%	-1.4%	/	?	-3.0%
CCCc1nnc(NC(=O)CCCN2C(=O)c3ccccc3C2=O)s1	1.7%	-3.8%	6.7%	-2.0%	-6.3%	-0.1%	1.6%	i	8.5%
Cc1ccccc1S(=O)(=O)c1cc(C#N)c(=O)[nH]c1N	-13.8%	4.1%	-3.2%	-8.1%	-5.8%	-1.2%	-4.1%	i	5.2%
Cc1ccc(NC(=O)C/C(N)=N/OC(=O)c2ccccc2)cc1	5.4%	21.9%	-17.7%	/	0.2%	2.6%	?	i	27.3%
COc1ccc(S(=O)(=O)Nc2ccc(S(=O)(=O)N3CCCCC3)cc2)cc1OC	3.4%	?	-24.4%	7.2%	-3.7%	-0.4%	0.9%	i	-11.1%
O=C(Cn1cc(SCc2ccc(C(F)(F)F)cc2)c2ccccc21)N1CCCCC1	/	/	?	/	-25.9%	4.4%	-4.0%	/	?

Quoted at random: two records from the list
SMILES	EPAC2 antag	MCF10A rerep	Nrf2 inh	ATXN2 expr inh	HepG2 viability	Nrf2 ARE act	A549 viability	S2 tox	TGFb inhibitor
CCC1CCCCN1S(=O)(=O)c1ccc(NC(=O)c2cccs2)cc1 (configuration not stated)	-6.5%	?	?	6.4%	-56.8%	-0.6%	1.6%	i	?
Cc1ccccc1S(=O)(=O)c1cc(C#N)c(=O)[nH]c1N	-13.8%	4.1%	-3.2%	-8.1%	-5.8%	-1.2%	-4.1%	i	5.2%

Only part of the results is shown; the hit share may differ from the screen's.
